AmpC inh no detg – blocks E. coli AmpC beta-lactamase in detergent-free assay | AmpC nitrocefin hydrolysis, absorbance 480 nm, 0.0001% Triton | Potency, µM (top dose mostly 57.1 µM), for the others: at the top dose activity change, negative = inhibition, usual class: inhibitors | actives 0.52% (n = 330,000);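 also: potency is read from the fitted curve at half-maximal effect; plate controls were no compound for no effect and no enzyme for full effect; nearly all actives have a fitted effect of over 20% in size; some results filed as inactive show a strong effect at the top dose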
Target sequence (P00811 whole entry, looked up): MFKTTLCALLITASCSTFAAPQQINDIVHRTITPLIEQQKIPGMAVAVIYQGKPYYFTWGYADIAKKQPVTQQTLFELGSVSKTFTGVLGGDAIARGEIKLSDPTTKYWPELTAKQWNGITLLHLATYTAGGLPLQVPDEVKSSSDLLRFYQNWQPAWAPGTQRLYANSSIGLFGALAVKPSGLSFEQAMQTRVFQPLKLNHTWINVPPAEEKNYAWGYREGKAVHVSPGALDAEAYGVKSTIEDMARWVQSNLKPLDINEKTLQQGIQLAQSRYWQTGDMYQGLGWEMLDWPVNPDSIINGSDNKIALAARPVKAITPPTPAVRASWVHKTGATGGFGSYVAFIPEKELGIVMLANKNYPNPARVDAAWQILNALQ
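AmpC (5.3 nM in the dispensed reagent) in 20 mM phosphate pH 7.0 with 0.01% (detergent screen) or 0.0001% Triton X-100 was preincubated with compounds for 15 min at room temperature. Nitrocefin was then added from an 800 uM solution, and hydrolysis was followed at 480 nm.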
CHX counter – affects cycloheximide protein synthesis inhibition readout, counter-screen; cell reporter, cycloheximide protein synthesis inhibition counterscreen; max response, %; actives 12% (n = 300,000); AID 2314; in the data active = max response mostly above about 13%, no sharp cut-off; inactive = mostly below about 14%; also: read at 38.3 µM for the half of the compounds with a filed dose; 0% is about no effect
LmPK inh – blocks Leishmania mexicana pyruvate kinase activity; Q27686; purified LmPK, Kinase-Glo ATP luminescence, 1 h; Potency, µM (titrated, usually from 57.5 µM), for the others: at the highest dose activity change, negative = inhibition, most hits filed as inhibitors; actives 0.37% (n = 290,000); AID 1721; also: potency is read from the fitted curve at half-maximal effect; % is scaled to controls: 0 for no effect and ±100 for the full control effect
Target sequence (Q27686 whole entry, looked up): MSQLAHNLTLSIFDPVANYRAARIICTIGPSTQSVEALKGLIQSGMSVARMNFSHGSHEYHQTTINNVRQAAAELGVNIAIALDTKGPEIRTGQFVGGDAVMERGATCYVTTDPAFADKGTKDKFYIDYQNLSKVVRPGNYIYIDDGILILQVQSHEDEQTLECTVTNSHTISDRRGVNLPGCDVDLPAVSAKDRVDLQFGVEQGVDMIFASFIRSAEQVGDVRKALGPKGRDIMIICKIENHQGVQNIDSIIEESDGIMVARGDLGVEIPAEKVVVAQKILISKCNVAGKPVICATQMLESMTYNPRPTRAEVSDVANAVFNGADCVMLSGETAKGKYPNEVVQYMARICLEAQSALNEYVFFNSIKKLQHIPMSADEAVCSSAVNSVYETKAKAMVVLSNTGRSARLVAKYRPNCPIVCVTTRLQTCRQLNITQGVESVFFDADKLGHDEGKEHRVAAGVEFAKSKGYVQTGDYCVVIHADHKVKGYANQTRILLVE
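Kinase-Glo luminescence read after 1 h RT reaction of 0.1 nM LmPK with 0.5 mM PEP and 0.1 mM ADP. Activity scaled between uninhibited and enzyme-free controls.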
Pf growth 96h – P. falciparum growth inhibition at 96 hour, primary screen for plastid delayed-death inhibitors | Potency, µM (top dose mostly 28.7 µM), for the others: top-dose activity change, negative = inhibition, actives largely listed as inhibitors | P. falciparum luciferase reporter growth, 96 h | actives 6.9% (n = 320,000) | AID 504834; also: potency is read from the fitted curve at half-maximal effect; % is scaled to controls: 0 for no effect and ±100 for the full control effect
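P. falciparum expressing integrated firefly luciferase grown in erythrocytes (2% hematocrit, 0.05% parasitemia final) with compounds for 96 hours at 37 C, 5% CO2. Growth inhibition read as loss of luminescence after adding luciferase detection reagent.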
Pf growth 48h – P. falciparum growth inhibition at 48 hours (one generation). Potency, µM (highest dose often 28.7 µM), inactives show at the top dose activity change, negative = inhibition, usual class: inhibitors. actives 5.9% (n = 310,000). P. falciparum luciferase growth in erythrocytes, 48 h. AID 504832; also: potency is read from the fitted curve at half-maximal effect; % is scaled to controls: 0 for no effect and ±100 for the full control effect
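Luminescence readout; reporter = integrated firefly luciferase in P. falciparum. RBC culture at 2% hematocrit, 0.1% parasitemia final, 37 C/5% CO2; decreased signal taken as growth inhibition.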
Shiga toxin inh – blocks Shiga toxin action in Vero cells; Vero cells, Shiga toxin protein synthesis inhibition reporter; actives 9.2% (n = 290,000); inhibition, % at 38.7 µM; AID 2315; in the data active = inhibition mostly above about 28%, no sharp cut-off; inactive = mostly below about 43%; also: 0% is about no effect
Tb PYK inh – blocks Trypanosoma brucei pyruvate kinase; Q57TT1; TbPYK enzyme, Kinase-Glo Plus ATP luminescence, 45 min; Potency, µM (top dose mostly 76.8 µM), for inactives: at the highest dose activity, negative = inhibition, usual class: inhibitors; actives 0.12% (n = 410,000); also: potency is read from the fitted curve at half-maximal effect; % is scaled to controls: 0 for no effect and ±100 for the full control effect; nearly all actives have a fitted effect of over 50% in size
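ADP (130 uM final) triggers the TbPYK reaction after compound addition; incubation is 45 min at room temperature. Kinase-Glo Plus is then added and luminescence imaged. Normalized data are fitted to concentration-effect curves.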
An asterisk follows results filed as active; & = joins results of further samples; [ ] = dose if it differs, or a comment. Unless noted, calls follow the shape of the dose curve; as a rule, active = well fitted curve in the direction sought with a large enough effect; inconclusive = small, poorly fitted or top-dose-only effect, or another doubt; inactive = no such curve, though single readings can be large; an effect the other way counts as inactive or inconclusive.

Results for Cc1cc(C(=O)CCC(=O)NCC2COc3ccccc3O2)c(C)s1 (centres undefined) ?
AmpC inh no detg: -7%; Pf growth 96h: 18%; Pf growth 48h: inconclusive; Tb PYK inh: -8%

Results for CCOc1ccc(OCCCC(=O)N(C)CC(=O)Nc2ccc(N3CCOCC3)cc2)cc1 ?
AmpC inh no detg: 156%[activator]; Pf growth 96h: -20%; Pf growth 48h: inconclusive; Tb PYK inh: -7%

How did O=C(Cn1ccc([N+](=O)[O-])n1)NCC1CCCO1 (centres undefined) do in these assays?
AmpC inh no detg: -2%; CHX counter: -1; LmPK inh: 0%; Pf growth 96h: inconclusive; Pf growth 48h: 13%; Shiga toxin inh: -12; Tb PYK inh: -7%

What do the screens show for `Cc1c(C(=O)OCC(=O)N(C)c2ccccc2)oc2ccccc12`?
AmpC inh no detg: 50%; CHX counter: 28*; LmPK inh: -5%; Pf growth 96h: 53%[activator]; Pf growth 48h: 15%; Shiga toxin inh: 50*; Tb PYK inh: -5%

How did Fc1cc(Br)ccc1NC(=S)Nc1ccccc1 do in these assays?
AmpC inh no detg: -22%; CHX counter: 50*; LmPK inh: 1%; Pf growth 96h: inconclusive; Pf growth 48h: 67%[activator]; Shiga toxin inh: 65*; Tb PYK inh: -4%

What do the screens show for `Cc1ccccc1OCC(O)Cn1c(=N)n(CCN2CCOCC2)c2ccccc21` (centres undefined)?
AmpC inh no detg: 46%&4%; CHX counter: -4&-5; LmPK inh: 5%&0%; Pf growth 96h: inconclusive; Pf growth 48h: inconclusive; Shiga toxin inh: -12&-9; Tb PYK inh: 1%&-6%

Results for Cc1ccc2[nH]cc(CCNC(=O)/C=C/c3ccco3)c2c1 ?
AmpC inh no detg: -20%; CHX counter: 2; LmPK inh: 2%; Pf growth 96h: inconclusive; Pf growth 48h: inconclusive; Shiga toxin inh: 21; Tb PYK inh: -2%

How did CCn1c(=O)n(CC(=O)NCC2CCCO2)c(=O)c2c3c(sc21)CCCC3 (centres undefined) do in these assays?
AmpC inh no detg: 19%; CHX counter: -3; LmPK inh: 0%; Pf growth 96h: inconclusive; Pf growth 48h: -12%; Shiga toxin inh: -6; Tb PYK inh: -3%

How did NC(=O)COC(=O)c1cccc(S(=O)(=O)N2CCCc3ccccc32)c1 do in these assays?
AmpC inh no detg: -1%; CHX counter: 6; LmPK inh: -1%; Pf growth 96h: inconclusive; Pf growth 48h: -18%; Shiga toxin inh: -9; Tb PYK inh: 4%

Results for Cc1cc(C(=O)NNC(=O)c2cccs2)nn1C(C)(C)C ?
AmpC inh no detg: -4%; CHX counter: 1; LmPK inh: -5%; Pf growth 96h: 36%[activator]; Pf growth 48h: 3%; Shiga toxin inh: 35; Tb PYK inh: 6%

Results for Cc1nnc(Cn2cnc3c2c(=O)n(C)c(=O)n3C)o1 ?
AmpC inh no detg: -23%; CHX counter: 8; LmPK inh: 1%; Pf growth 96h: 12%; Pf growth 48h: -12%; Shiga toxin inh: 24; Tb PYK inh: -7%

Results for C=CCOc1c(CNn2cn[nH]c2=S)cccc1OC ?
AmpC inh no detg: -16%; CHX counter: -4; LmPK inh: 2%; Pf growth 96h: 1%; Pf growth 48h: 12%; Shiga toxin inh: -16; Tb PYK inh: inconclusive

What do the screens show for `COC(=O)[C@H](CC(C)C)NC(=O)N1CCCCC1C` (some centres undefined)?
AmpC inh no detg: -6%; CHX counter: -3; LmPK inh: 3%; Pf growth 96h: -10%; Pf growth 48h: 7%; Shiga toxin inh: 1; Tb PYK inh: 0%

How did COc1cccc(NC(=O)Nc2ccccc2Br)c1 do in these assays?
AmpC inh no detg: -16%; CHX counter: 53*; LmPK inh: inconclusive; Pf growth 96h: 19%[5.75 µM]; Pf growth 48h: 133%[activator]; Shiga toxin inh: 74*; Tb PYK inh: 0%

How did Cc1nn(C(C)C(=O)NCCCN(Cc2ccccc2)C(C)C)c(=O)c2c1sc1ccccc12 (centres undefined) do in these assays?
AmpC inh no detg: -9%; CHX counter: -5; LmPK inh: -1%; Pf growth 96h: -1%; Pf growth 48h: inconclusive; Shiga toxin inh: -4; Tb PYK inh: 10%

How did O=C(NC1CCCCC1)C1CCN(C(=O)c2ccc(-c3ccccc3)cc2)CC1 do in these assays?
AmpC inh no detg: 18%; CHX counter: -4; LmPK inh: 6%; Pf growth 96h: 6%; Pf growth 48h: -15%; Shiga toxin inh: 14; Tb PYK inh: 4%

Results for COc1ccc(NC(=O)n2ncc3cc(Cl)ccc32)cc1OC ?
AmpC inh no detg: 21%; CHX counter: 47*; LmPK inh: 5%; Pf growth 96h: -83%; Pf growth 48h: 65%[activator]; Shiga toxin inh: 56*; Tb PYK inh: -18%

What do the screens show for `O=C(COc1ccccc1Cl)Nc1ccc(Cl)cn1`?
AmpC inh no detg: -14%; CHX counter: 39*; LmPK inh: -1%; Pf growth 96h: 10µM*; Pf growth 48h: 188%[activator]; Shiga toxin inh: 63*; Tb PYK inh: -1%

What do the screens show for `CC(=O)Nc1ccc(NC(=O)C2CCCN2C(=O)Nc2ccc(F)cc2)cc1` (centres undefined)?
AmpC inh no detg: -4%; CHX counter: -5; LmPK inh: 6%; Pf growth 96h: 23%; Pf growth 48h: 40%[activator]; Shiga toxin inh: -18; Tb PYK inh: 4%

What do the screens show for `COc1ccc(-n2c(O)c(C=NCCCn3ccnc3)c(=O)[nH]c2=O)cc1`?
AmpC inh no detg: -7%; CHX counter: -4; LmPK inh: 2%; Pf growth 96h: -28%; Shiga toxin inh: -19; Tb PYK inh: 5%

What do the screens show for `CC1Cc2ccccc2N1C(=O)CSc1nnc(N)s1` (centres undefined)?
AmpC inh no detg: -13%; CHX counter: -1; LmPK inh: -5%; Pf growth 96h: 6%; Pf growth 48h: -17%; Shiga toxin inh: -12; Tb PYK inh: -8%

Results for CCOC(=O)N1CCN(C(=O)CN(c2ccc(OCC)cc2)S(C)(=O)=O)CC1 ?
AmpC inh no detg: 2%; CHX counter: -5; LmPK inh: 2%; Pf growth 48h: -19%; Shiga toxin inh: 1; Tb PYK inh: -20%

How did CC(=O)N(NC(=O)c1ccc(C)cc1)C1CC(=O)N(c2ccccc2Cl)C1=O (centres undefined) do in these assays?
AmpC inh no detg: -10%; CHX counter: -3; LmPK inh: -2%; Pf growth 96h: -14%; Pf growth 48h: -4%; Shiga toxin inh: -12; Tb PYK inh: -4%

What do the screens show for `Cc1ccc(NC(=O)Nc2ccc([N+](=O)[O-])cc2)nc1`?
AmpC inh no detg: -18%; CHX counter: 7; LmPK inh: 3%; Pf growth 96h: 76%[activator]; Pf growth 48h: 12%; Shiga toxin inh: 22; Tb PYK inh: 0%

Results for CC1CCC/C(=N\NC(=O)COc2ccccc2Cl)C1 (centres undefined) ?
AmpC inh no detg: -19%; CHX counter: -2; LmPK inh: -6%; Pf growth 96h: inconclusive; Pf growth 48h: 3%; Shiga toxin inh: -1; Tb PYK inh: 0%

Results for Nc1c(C(=O)Nc2ccc3c(c2)OCCO3)nnn1Cc1ccc(Br)cc1 ?
AmpC inh no detg: -24%; Pf growth 96h: 236%[activator]; Pf growth 48h: 200%[activator]; Tb PYK inh: 1%

What do the screens show for `N#Cc1ccc(OCC(=O)OCC(=O)Nc2sccc2C(N)=O)cc1`?
AmpC inh no detg: -22%; Pf growth 96h: 9%; Pf growth 48h: -20%; Tb PYK inh: -1%

Results for CC(C)CCN1CCN(CC(c2ccccc2)c2ccccc2)CC1CCO (centres undefined) ?
AmpC inh no detg: 90%[activator]; CHX counter: -2; LmPK inh: 7%; Pf growth 96h: inconclusive; Pf growth 48h: 3.7µM*; Shiga toxin inh: -23; Tb PYK inh: -2%

How did Cc1nnc(NC(=O)CSc2nnc(C)c(=O)n2N)s1 do in these assays?
AmpC inh no detg: -5%; CHX counter: 1; LmPK inh: -6%; Pf growth 96h: 19%; Pf growth 48h: 4%; Shiga toxin inh: -8; Tb PYK inh: 0%

What do the screens show for `CC(C)Nc1nc(NC(C)C)nc(C(=O)OCCO)n1`?
AmpC inh no detg: -12%; CHX counter: -4; LmPK inh: 6%; Pf growth 96h: 59%[activator]; Shiga toxin inh: -9; Tb PYK inh: 1%

Compounds above that contain an NH in an aromatic ring, in the order listed:
Results for Cc1ccc2[nH]cc(CCNC(=O)/C=C/c3ccco3)c2c1 ?
AmpC inh no detg: -20%; CHX counter: 2; LmPK inh: 2%; Pf growth 96h: inconclusive; Pf growth 48h: inconclusive; Shiga toxin inh: 21; Tb PYK inh: -2%

Results for C=CCOc1c(CNn2cn[nH]c2=S)cccc1OC ?
AmpC inh no detg: -16%; CHX counter: -4; LmPK inh: 2%; Pf growth 96h: 1%; Pf growth 48h: 12%; Shiga toxin inh: -16; Tb PYK inh: inconclusive

What do the screens show for `COc1ccc(-n2c(O)c(C=NCCCn3ccnc3)c(=O)[nH]c2=O)cc1`?
AmpC inh no detg: -7%; CHX counter: -4; LmPK inh: 2%; Pf growth 96h: -28%; Shiga toxin inh: -19; Tb PYK inh: 5%

Next structures follow:
Results for COc1cccc(-n2c(SCc3cc(=O)oc4cc(O)c(O)cc34)nc3ccccc3c2=O)c1 ?
AmpC inh no detg: inconclusive; CHX counter: -3; LmPK inh: 1%; Pf growth 96h: inconclusive; Pf growth 48h: 34%[activator]; Shiga toxin inh: 13; Tb PYK inh: -6%

Results for C[C@H]1C(=O)N(C)CCN1C(=O)c1cccc(OC2CCN(CC(C)(C)C)CC2)c1 ?
AmpC inh no detg: -4%; CHX counter: -2; LmPK inh: 1%; Pf growth 96h: 20%; Pf growth 48h: -2%; Shiga toxin inh: -3; Tb PYK inh: 0%

Results for C/C=C(/C)C(=O)O[C@H]1[C@@H](O)c2c(ccc3ccc(=O)oc23)OC1(C)C ?
AmpC inh no detg: -2%; CHX counter: -2; LmPK inh: -1%; Pf growth 96h: inconclusive; Pf growth 48h: 0%; Shiga toxin inh: 0; Tb PYK inh: -3%

How did CC1(C)CC(=O)c2c(Cc3ccccc3)n[nH]c2C1 do in these assays?
AmpC inh no detg: -8%; CHX counter: 8; LmPK inh: -5%; Pf growth 96h: 3%; Pf growth 48h: inconclusive; Shiga toxin inh: -12; Tb PYK inh: 0%

What do the screens show for `CCCCN(C(=O)c1ccc(S(=O)(=O)N2CCC(C)CC2)cc1)C1CCS(=O)(=O)C1` (centres undefined)?
AmpC inh no detg: 108%[activator]; Pf growth 96h: inconclusive; Pf growth 48h: -11%; Tb PYK inh: 3%

Results for O=C(c1cc2ccccc2s1)N1CCN(c2ccccn2)CC1 ?
AmpC inh no detg: 4%; CHX counter: -1; LmPK inh: -2%; Pf growth 96h: -15%; Pf growth 48h: 71%[activator]; Shiga toxin inh: 10; Tb PYK inh: -1%

What do the screens show for `CN(C)CCNC(=S)Nc1ccc(Cl)cc1Cl`?
AmpC inh no detg: -8%; CHX counter: 23*; LmPK inh: 3%; Pf growth 96h: 20%; Pf growth 48h: 23%; Shiga toxin inh: 30; Tb PYK inh: 5%

High-throughput results (PubChem)
